Compound activity from PubChem.
mIAP inh = inhibitors of mouse IAP, primary screen, biochemical, luminescence, uHTS | inhibition, % at 10 µM | intestinal alkaline phosphatase [Mus musculus] | purified mouse IAP, CDP-Star luminescence, 30 min | AID 2806, 2010 | hit rate 0.2% among 330,000;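 active = inhibition of at least 40% at 10 µM in the primary screen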;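 note: plate controls were DMSO with enzyme for no effect and no enzyme wells for full effect; values of inactives mirror those of a sister screen read the other way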
hIAP inh = human IAP inhibitors, primary screen, biochemical, luminescence, uHTS. inhibition, % at 10 µM. purified IAP, CDP-Star luminescence, 30 min. Intestinal-type alkaline phosphatase (Homo sapiens), P09923. hit rate 0.12% among 330,000;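 active = inhibition reaching a set limit with compound at 10 µM in the primary screen, cut at about 35% in these data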;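 note: plate controls were DMSO wells with enzyme for no effect and no-enzyme buffer wells for full effect; values of inactives mirror those of a sister screen read the other way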
APOBEC3A inh = APOBEC3A ssDNA deaminase inhibitors, primary screen, selectivity assay for APOBEC3G inhibitor project, biochemical, FAM/TAMRA oligo cleavage fluorescence; DNA dC->dU-editing enzyme APOBEC-3A (Homo sapiens), P31941; recombinant A3A, FAM/TAMRA ssDNA deamination fluorescence; inhibition, % at 20 µM; hit rate 0.41% among 330,000;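 active = at least 40% inhibition at 20 µM here, with at most 30% in a related deaminase screen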;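 note: plate controls were A3A with DMSO for no effect and wells lacking A3A enzyme for full effect; some results filed as inactive read as strong as hits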
Target sequence (P31941 whole entry, looked up): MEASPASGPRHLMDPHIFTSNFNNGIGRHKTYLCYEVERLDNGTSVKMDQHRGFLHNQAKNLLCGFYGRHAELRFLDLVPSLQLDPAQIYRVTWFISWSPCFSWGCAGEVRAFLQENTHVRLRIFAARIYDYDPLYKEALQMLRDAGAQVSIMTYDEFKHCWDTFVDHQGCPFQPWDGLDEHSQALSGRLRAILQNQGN
MIN6 prolif = inducers of MIN6 beta-cell proliferation, primary screen, ATP luminescence, uHTS. MIN6 cells proliferation, ATPlite luminescence, 48 h; cells starved in 0.2% serum; 100% = growth in 10% serum. proliferation, % at 10 µM. hit rate 0.29% among 330,000;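 active = compounds whose signal lies at least 3.5 SD above the mean of all wells on their plate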;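 note: 0% = DMSO-treated cells in low-serum medium and 100% = 10% serum control; some compounds called inactive have numbers as strong as hits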
SENP1 inh = human SENP1 catalytic domain inhibitors, primary screen, biochemical, FRET, uHTS; hit rate 0.21% among 360,000; recombinant SENP1 catalytic domain, CyPet-SUMO1-YPet FRET cleavage; Sentrin-specific protease 1 (Homo sapiens), Q9P0U3; inhibition, % at 10 µM;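 active = inhibition at least 30% at 10 µM, raw YFP signal under a set limit, fluorescence ratio 0.5 to 1.5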;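 note: 0% = enzyme with DMSO and 100% = no enzyme wells; some results filed as inactive read as strong as hits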
Target sequence (Q9P0U3 419-644 limits assumed): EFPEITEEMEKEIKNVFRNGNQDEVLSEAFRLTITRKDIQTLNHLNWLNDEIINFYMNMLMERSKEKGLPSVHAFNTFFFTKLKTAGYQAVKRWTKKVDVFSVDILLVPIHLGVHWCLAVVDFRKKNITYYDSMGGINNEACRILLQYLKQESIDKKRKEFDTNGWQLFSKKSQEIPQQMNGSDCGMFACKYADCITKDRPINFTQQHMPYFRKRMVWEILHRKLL
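System: Recombinant human SENP1 catalytic domain, His6-tagged | Incubation: Enzyme reaction for 50 min at room temperature, dark | Medium: Tris pH 8 with BME, BSA, NP40 and catalase | Also added: 25 nM SUMO1 FRET substrate | Compound: 10 µM single point, 0.5% DMSO | Measured by: FRET fluorescence in CFP and YFP emission channels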
NALP3 yeast inh = NALP3 inflammasome inhibitors in reconstituted yeast, primary screen, luminescence, uHTS; hit rate 0.39% among 330,000; AID 2825, 2010; Yeast reconstituted NLRP3/ASC/caspase-1, beta-gal luminescence, 24 h; inhibition, % at 10 µM;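 active = inhibition of 50% or more; inactive = inhibition below 50%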;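 note: plate controls were induced DMSO wells for no effect and uninduced yeast grown without galactose for full effect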
mIAP act = activators of mouse IAP, primary screen, biochemical, luminescence, uHTS; muIAP, CDP-Star luminescence, 30 min; hits give high values; 1 = vehicle-only enzyme signal, 0 = enzyme-free wells; intestinal alkaline phosphatase [Mus musculus]; activation factor at 10 µM; hit rate 0.24% among 330,000; AID 2805, 2010;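 active = activation factor of at least 2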; note: the source names both 10 and 20 µM as test concentration; values of inactives mirror those of a sister screen read the other way
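Assay system: mouse IAP enzyme; Reagent: CDP-Star chemiluminescent phosphatase substrate; Compound: DMSO-dissolved test compounds; Incubation: 30 min, room temperature; Technique: luminescence from enzymatic CDP-Star hydrolysis; Controls: DMSO-only wells and no-enzyme negative control.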
APOBEC3G inh = APOBEC3G DNA deaminase inhibitors, primary screen, biochemical, fluorescence, single-stranded DNA substrate, uHTS. DNA dC->dU-editing enzyme APOBEC-3G (Homo sapiens), Q9HC16. AID 493012, 2011. inhibition, % at 20 µM. hit rate 0.28% among 330,000. recombinant A3G, ssDNA deamination FAM/TAMRA fluorescence;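 active = inhibition of at least 40% at 20 µM, with no more than 30% in the related APOBEC3A deaminase screen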;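 note: plate controls were DMSO wells with A3G for no effect and wells lacking A3G enzyme for full effect; some compounds called inactive have numbers as strong as hits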
Target sequence (Q9HC16 whole entry, looked up): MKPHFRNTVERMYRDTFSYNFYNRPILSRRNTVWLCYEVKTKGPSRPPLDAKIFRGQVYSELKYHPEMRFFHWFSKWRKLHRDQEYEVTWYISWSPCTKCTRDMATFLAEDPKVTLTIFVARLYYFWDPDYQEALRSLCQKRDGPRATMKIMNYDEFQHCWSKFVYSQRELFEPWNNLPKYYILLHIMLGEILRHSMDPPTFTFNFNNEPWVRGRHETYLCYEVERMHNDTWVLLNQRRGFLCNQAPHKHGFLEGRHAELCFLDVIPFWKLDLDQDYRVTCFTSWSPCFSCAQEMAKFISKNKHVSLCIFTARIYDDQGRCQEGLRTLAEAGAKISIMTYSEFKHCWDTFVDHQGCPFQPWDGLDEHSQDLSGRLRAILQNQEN
hIAP act = human IAP activators, primary screen, biochemical, luminescence, uHTS. Intestinal-type alkaline phosphatase (Homo sapiens), P09923. purified human IAP, CDP-Star luminescence, 30 min; hits give high values; 1 = vehicle-only enzyme, 0 = enzyme-free background. activation factor at 10 µM. hit rate 0.16% among 330,000. AID 2524, 2010;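 active = activation factor of the enzyme at least 2-fold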; note: the source names both 10 and 20 µM as test concentration; values of inactives mirror those of a sister screen read the other way
Starred values were filed as active, the others as inactive; . = not tested or not shown. The list is partial, so the mix of outcomes need not match the whole.

Sequence of screens – mIAP inh	hIAP inh	APOBEC3A inh	MIN6 prolif	SENP1 inh	NALP3 yeast inh	mIAP act	APOBEC3G inh	hIAP act
- O=C1N=c2ccc(Br)cc2=C1c1sc(=O)[nH]c1O
    13	22	1	1	.	19	0.87	-4	0.78
- CCOC(=O)CSc1ncnc2c1cnn2-c1ccccc1
    -8	-15	3	-4	3	6	1.1	4	1.1
- CCN(C[C@H]1N[C@@](CC)(C(=O)OC)[C@H]2C(=O)N(Cc3ccccc3)C(=O)[C@@H]12)C(=O)Nc1ccc(OC)cc1
    -2	-1	2	2	-1	-1	1	3	1
- CC1CCCC(C)N1C(=O)Cn1c(SCC(=O)Nc2ccc3c(c2)OCO3)nc2ccccc21 (stereo not given)
    -13	2	-1	-2	0	11	1.1	0	0.98
- O=C(NCC1CCCO1)c1ccc2c(=O)n(CC3CCCO3)c(SCC(=O)N3CCCC3)nc2c1 (stereo not given)
    17	-5	4	-2	-1	9	0.83	0	1.1
- CCOC(=O)N1CCN(C(=O)CN(C2CCCCC2)S(=O)(=O)c2ccc(Cl)cc2)CC1
    -1	-14	-1	4	0	16	1	-5	1.1
- C=CCC[C@H](Cc1ccc(F)cc1)C(=O)OC[C@H](Cc1c[nH]c2ccccc12)NC(=O)[C@@H](CC=C)CC(=O)NCCO
    -2	-9	-1	-6	1	16	1	-6	1.1
- Cc1ccc(OCCn2c(C3CC(=O)N(Cc4ccccc4)C3)nc3ccccc32)cc1 (stereo not given)
    -34	-4	-3	-6	0	8	1.3	-1	1
- O=C(CSc1nc2c(oc3ccccc32)c(=O)n1CC1CCCO1)NCc1ccccc1 (stereo not given)
    5	-8	2	-5	-1	19	0.95	-3	1.1
- Cc1onc(-c2c(F)cccc2Cl)c1C(=O)c1ccccc1O
    0	-64	-1	-1	-1	6	1	-2	1.6
- Cc1cccc(C(C)C)c1NC(=O)CSc1nncn1C
    4	5	-2	-2	0	-14	0.96	-8	0.95
- CC(NS(=O)(=O)c1ccc2ccccc2c1)c1ccccn1 (stereo not given)
    5	-3	-5	-3	-1	-8	0.95	-9	1
- COc1ccc([N+](=O)[O-])cc1NC(=O)COC(=O)c1ccccn1
    -4	-2	2	0	4	-5	1	-7	1
- CCOc1cc(NC(=O)c2ccco2)c(OCC)cc1NC(=O)CCc1ccccc1OC
    10	-5	-6	0	-21	18	0.91	-8	1
- CCc1cccc(CC)c1-n1c(SCc2cc(=O)n3ccsc3n2)nnc1-c1cccnc1
    -4	13	3	0	0	-4	1	-1	0.87
- Cc1ccsc1C(=O)N(c1nc2ccccc2s1)c1c(C)cccc1C
    9	6	0	-6	3	9	0.91	1	0.94
- Cc1ccc(C)c(OCCC(=O)NNC(=O)c2ccncc2)c1
    -9	-10	-1	1	2	16	1.1	-9	1.1
- CCNc1nc(NCC)n2c(SCC(=O)c3ccc(C(C)C)cc3)nnc2n1
    -3	-2	2	-1	0	3	1	-3	1
- Cc1ccc(S(=O)(=O)Cc2ccc(C(=O)N3CCN(c4ccccn4)CC3)o2)cc1
    1	9	5	0	0	12	0.99	-4	0.91
- Cc1ccc(S(=O)(=O)Nc2cc(C(=O)O)ccc2N2CCCCC2)cc1
    -9	-25	-2	-2	1	-1	1.1	-1	1.2
- Cc1c(C(C)C)c(=O)n(-c2ccc(S(=O)(=O)NCc3ccccc3)cc2)n1C
    10	-9	-2	-5	2	16	0.91	-6	1.1
- NCCc1nnc(SCC(N)=O)o1
    -8	-3	3	-2	1	33	1.1	-1	1
- O=Nc1c2nc3ccccc3n(O)c-2c2ccccc12
    16	9	2	0	8	-1	0.84	1	0.91
- O=C(NNS(=O)(=O)c1ccc(F)cc1)c1ccccc1F
    -3	19	-2	0	-1	15	1	-9	0.81
- Cc1cccc(OCc2nnc(SCC(=O)N3c4ccccc4Sc4ccc(Cl)cc43)o2)c1
    2	9	-2	0	2	1	0.98	-3	0.91
- CCn1c(SCC(=O)N/N=C/c2cc(OC)c(OC)c(OC)c2)nc2ccccc21
    -3	-8	3	2	2	7	1	-6	1.1
- CCc1ccccc1NC(=O)CNC(=O)c1cccc(S(=O)(=O)N2CCN(Cc3ccccc3)CC2)c1
    6	0	1	-3	0	19	0.94	-6	1
- CC1Cc2ccccc2N1C(=O)c1ccc2snnc2c1 (stereo not given)
    0	-32	-6	-1	-2	10	0.99	-9	1.3
- CCOc1ccc(C(C)=O)cc1CSc1nnc(-c2ccoc2C)n1N
    3	3	4	-4	4	6	0.97	-1	0.97
- COc1ccc(OCC(=O)OCC(=O)Nc2cc(S(=O)(=O)N3CCOCC3)ccc2Cl)cc1
    3	-8	-3	-1	7	9	0.97	-6	1.1

Overlap with the part before: 2 compounds, then new ones.
Sequence of screens – mIAP inh	hIAP inh	APOBEC3A inh	MIN6 prolif	SENP1 inh	NALP3 yeast inh	mIAP act	APOBEC3G inh	hIAP act
- CCOc1ccc(C(C)=O)cc1CSc1nnc(-c2ccoc2C)n1N
    3	3	4	-4	4	6	0.97	-1	0.97
- COc1ccc(OCC(=O)OCC(=O)Nc2cc(S(=O)(=O)N3CCOCC3)ccc2Cl)cc1
    3	-8	-3	-1	7	9	0.97	-6	1.1
- CC(C)=CC(=O)N1CCCC(N2CCN(c3ccc(F)cc3)CC2)C1 (stereo not given)
    0	2	-7	3	1	13	1	-4	0.98
- CNC(=O)c1cc(C(=O)c2c(Cl)cccc2Cl)c[nH]1
    10	-5	-4	-2	0	14	0.9	-5	1
- CN1CCN(C(=S)Nc2ccc(Oc3ccccc3)cc2)CC1
    -1	-8	3	2	1	-8	1	-3	1.1
- COc1cc(C(=O)NCC(=O)N2CCN(S(=O)(=O)c3ccccc3)CC2)cc(OC)c1OC
    -4	-14	-1	-2	0	2	1	-6	1.1
- CCC1(C)Cc2c(sc(NC(=O)CCC(=O)O)c2C#N)CO1 (stereo not given)
    4	1	0	5	2	24	0.96	-1	0.99
- CC(C)CC(=O)Nc1nnc(SCC(=O)Nc2ccc(F)cc2)s1
    5	7	-1	-4	-6	13	0.95	13	0.93
- CCOC(=O)N1CCc2c(sc3c2C(=O)NC(c2ccccc2)N3)C1 (stereo not given)
    7	-5	3	-2	-52	3	0.93	5	1
- CCCCCOC(=O)C1[C@H]2C(=O)N(CCCOC)C[C@]23C=C[C@H]1O3 (stereo not given in full)
    4	3	-6	2	.	-4	0.96	-5	0.97
- Cc1ccc(Cn2c(C(C)Nc3nc(-c4ccc(C)cc4)cs3)nc3cc(Cl)c(Cl)cc32)cc1 (stereo not given)
    1	-17	12	-7	4	-6	0.99	14	1.2
- Cc1cc(=O)[nH]c(SCC(=O)Nc2c(C)n(C)n(-c3ccccc3)c2=O)n1
    2	-2	-6	-4	2	13	0.98	-8	1
- N#C/C(=C\c1ccc(Cl)cc1)c1n[nH]c(Cn2cncn2)n1
    5	4	-3	2	1	14	0.95	-3	0.96
- CC(OC(=O)C1CCN(c2ccc(C(F)(F)F)cn2)CC1)C(=O)c1ccccc1 (stereo not given)
    -2	-6	8	-6	-2	8	1	-9	1.1
- CCOC(=O)c1ccc(NC(=O)CSc2nc3cccnc3n2C)cc1
    -6	-3	1	1	-1	23	1.1	-1	1
- O=C(O)c1cccc(CN2C(=O)CSC2=O)c1
    -5	-4	-1	-2	2	7	1.1	-5	1
- O=C(Nc1scc(-c2ccccc2)c1C(=O)O)c1ccccc1F
    8	16	-4	-3	2	29	0.92	-4	0.84
- O=C(CNC(=O)c1ccco1)N=Nc1c(O)[nH]c2ccc(Br)cc12
    12	-63	2	4	4	24	0.88	4	1.6
- CCOC(=O)C1=NN(C(=O)Nc2cccc(C(F)(F)F)c2)C2C(=O)N(c3cccc(C(F)(F)F)c3)C(=O)C12 (stereo not given)
    16	-10	-2	-5	2	14	0.84	-6	1.1
- CC(C)CN(C(=O)c1ccc(=O)n(C)n1)c1nc2ccccc2s1
    10	-8	2	0	1	1	0.9	2	1.1
- COc1ccc(-c2cn(-c3ccc(C)cc3)c(=O)n2CC(=O)Nc2ccc(OC)c(OC)c2)cc1
    -24	15	-4	-2	-1	-9	1.2	-3	0.85
- COc1ccc([C@H]2C=C3CN(C(=O)OC(C)(C)C)S(=O)(=O)[C@H]3C[C@H]2OC(=O)c2cccs2)cc1
    2	12	-5	2	.	-1	0.98	-8	0.89
- Cc1ccc(N(CC(=O)NCc2ccccc2)C(=O)c2csnn2)cc1
    2	-13	-4	-1	2	-4	0.97	-3	1.1
- Cc1ccc(NC(=O)CCC(=O)c2cccs2)nc1
    6	6	6	-3	-6	16	0.94	5	0.94
- O=C1/C(=C\Nc2ccc(OC(F)(F)F)cc2)CCN1c1ncccn1
    7	9	-2	-1	-5	7	0.93	-3	0.91
- Cc1cc(/C=N/n2cnnc2)c(C)n1-c1ccc2ncccc2c1
    9	0	2	-2	1	1	0.91	-5	1
